Bioassay records deposited in PubChem by National Center for Advancing Translational Sciences (NCATS).
GALK inhibitor – qHTS Assay for Inhibitors of Human Galactokinase (GALK) | P51570 | Purified GALK, Kinase-Glo residual ATP luminescence | Potency, µM (titrated, usually from 57.5 µM), without a hit: at the top dose activity change, negative = inhibition, hits mostly inhibitors | hit rate 0.007% among 270,000 | AID 1868, 2009; note: potency is the fitted concentration of half-maximal effect; % is set by controls: 0 for no effect and ±100 for the full control effect
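Kinase-Glo Plus luminescence measured ATP left after a 1 h room-temperature reaction. The reaction used 5 nM GALK, 100 uM galactose and 35 uM ATP at pH 8.0 (20 mM HEPES, 5 mM MgCl2, 60 mM NaCl, 1 mM DTT, 0.01% BSA).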
Giardia killer – Small Molecules that selectively kill Giardia lamblia: qHTS. Giardia lamblia trophozoite viability. activity change, % at 7.66 µM, hits read low. hit rate 0.15% among 340,000; in the data active = activity change below about -80%; inconclusive = between about -30% and that limit;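 note: parasites exposed to compound for two days anaerobically before the ATP read; % is set by controls: 0 for no effect and ±100 for the full control effect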
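Luminescent ATP signal served as the viability read-out, measured 15-30 min after adding ATP detection reagent to trophozoites that had been incubated with compounds for 48 hrs at 37 deg C anaerobically at 100 cells/well.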
USP2a inh – qHTS Assay for Inhibitors of Ubiquitin-specific Protease USP2a Using CHOP2 as the Reporter; hit rate 0.01% among 330,000; AID 463254, 2010; Potency, µM (highest dose often 38.3 µM), for inactives: at the highest dose activity change, negative = inhibition, hits mostly inhibitors; USP2 core, Ub-CHOP2 coupled fluorogenic reporter, 485/531;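 note: potency is the fitted concentration of half-maximal effect; plate controls were DMSO wells for no effect and full inhibition by NEM control for full effect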
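Cell-free coupled assay: 10nM USP2 core preincubated 30min RT with compound in Tris-HCl pH 8.0/CaCl2/CHAPS buffer, then 25nM Ub-CHOP2 and 25nM reporter substrate; fluorescence (Ex 485/Em 531) read after 60min RT, normalized to NEM inhibition, concentration-response curves fitted.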
Menin-MLL TR inh – qHTS Assay for Inhibitors Targeting the Menin-MLL Interaction in MLL Related Leukemias: Competition With Texas Red Labeled MLL-derived Mutant Peptide. Menin + Texas Red MLL mutant peptide, fluorescence polarization. AID 1768, 2009. O00255. Potency, µM (titrated, usually from 61.6 µM), without a hit: at the top dose FP activity change, negative = inhibition, hits mostly inhibitors. hit rate 0.23% among 270,000; active = well fitted inhibition curve with a large enough effect in the polarisation, with a control signal flat, not every such curve was filed as active; inconclusive = small, poorly fitted or top-dose-only effect, or effect the other way, or a change in a side signal; inactive = no such curve, though single readings can be large or run the other way; the % refers to the polarisation; note: potency is the fitted concentration of half-maximal effect; % of control where 0% means no effect; many of its hits are not listed in these tables
PKM2 act – qHTS Assay for Activators of Human Muscle isoform 2 Pyruvate Kinase. Pyruvate kinase PKM (Homo sapiens), P14618. purified PKM2, Kinase-Glo ATP luminescence, activation; response scale: 0% is enzyme alone, no compound. Potency, µM (titrated, usually from 57.5 µM), for inactives: at the top dose activation, most hits filed as activators. hit rate 0.34% among 260,000. AID 1631, 2009; note: potency is the fitted concentration of half-maximal effect; % is set by controls: 0 for no effect and ±100 for the full control effect; nearly all actives have a fitted effect of over 55% in size
Target sequence (P14618 whole entry, looked up, canonical isoform): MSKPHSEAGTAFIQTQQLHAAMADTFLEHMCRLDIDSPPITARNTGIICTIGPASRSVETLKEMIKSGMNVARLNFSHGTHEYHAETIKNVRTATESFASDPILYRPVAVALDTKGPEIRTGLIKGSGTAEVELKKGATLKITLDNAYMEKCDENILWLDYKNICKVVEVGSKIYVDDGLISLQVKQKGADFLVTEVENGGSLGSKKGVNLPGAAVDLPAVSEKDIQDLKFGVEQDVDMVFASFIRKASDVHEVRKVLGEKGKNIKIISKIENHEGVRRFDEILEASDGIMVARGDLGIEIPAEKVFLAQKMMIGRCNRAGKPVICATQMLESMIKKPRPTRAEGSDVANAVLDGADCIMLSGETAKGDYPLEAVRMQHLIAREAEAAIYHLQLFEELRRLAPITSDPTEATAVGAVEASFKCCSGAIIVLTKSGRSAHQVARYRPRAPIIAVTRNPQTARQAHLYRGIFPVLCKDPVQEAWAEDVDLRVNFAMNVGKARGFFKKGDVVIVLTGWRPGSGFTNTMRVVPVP
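Kinase-Glo luminescence reports ATP generated from ADP (0.1 mM) and PEP (0.5 mM) by purified hPK-M2 after 1 h at room temperature, pH 7.2 imidazole buffer; intermediate enzyme activity allows detecting inhibitors and activators.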
TRPV1 agonist – HTS Assay for Compounds that Act as Agonists of the Vanilloid Receptor 1; Transient receptor potential cation channel subfamily V member 1 (Homo sapiens), Q8NER1; TRPV1-expressing cells, Fluo-8 calcium influx, agonist mode; activation, % at 8.33 µM; hit rate 0.19% among 320,000; in the data active = activation above about 80%; inconclusive = between about 30% and that limit; note: 0% is about no effect
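Cells expressing TRPV1 were dye-loaded with Fluo-8 and read kinetically: 10 s baseline, 3 min after compound (agonist portion), then 2 min after EC20 capsaicin (allosteric enhancer portion). Calcium-bound dye fluorescence at 480/520 nm.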
FBPA coupling cs – qHTS Assay for Inhibitors of Fructose-1,6-bisphosphate Aldolase from Giardia Lamblia: Coupling assay counterscreen. activity change, negative = inhibition, % at 58.2 µM, hits read low. coupling enzyme system counterscreen, AmpLite Red fluorescence. hit rate 0.67% among 290,000. AID 2472, 2010; in the data active = activity change below about -30%; note: % is set by controls: 0 for no effect and ±100 for the full control effect
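Counterscreen lacking aldolase: glyceraldehyde-3-phosphate coupling-enzyme reagent preincubated 10 min at RT with compound (at 57.5 uM final), then substrate/coupling system with AmpLite Red added; fluorescence read at 525/598 nm after 20 min RT.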
KCNH2 3.1 inh – qHTS for Inhibitors of KCHN2 3.1: Mutant qHTS. AID 720553, 2013. U2OS KCNH2 3.1, thallium flux FluxOr; hits give low values. Potassium voltage-gated channel subfamily H member 2, brain isoform KCNH2 3.1 (human). activity change, % (tested at about 1.8 µM). hit rate 0.95% among 340,000;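 active = maximum activity change below -70%; inconclusive = maximum activity change from -70% to -50%; inactive = maximum activity change above -50%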;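 note: thallium influx rate constant from kinetic fluorescence after stimulation buffer; % is set by controls: 0 for no effect and ±100 for the full control effect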
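FluxOr-based Tl+ influx in U2OS cells transduced with KCNH2 3.1 virus; rate constants normalized to DMSO controls.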
hERG WT inh – qHTS for Inhibitors of KCHN2 3.1: Wildtype qHTS | Voltage-gated inwardly rectifying potassium channel KCNH2 (Homo sapiens), Q12809 | U2OS, BacMam KCNH2, thallium flux FluxOr; hits give low values | activity change, % at 1.84 µM | hit rate 0.37% among 340,000 | AID 720551, 2013;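 active = maximum activity change below -70%; inconclusive = maximum activity change between -70% and -50%; inactive = maximum activity change above -50%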; note: % is set by controls: 0 for no effect and ±100 for the full control effect
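U2OS cells transduced with wild-type KCNH2 virus are loaded with FluxOr dye for 45 min, and thallium flux is measured in kinetic reads before and after stimulation buffer. Rate constants are normalized to DMSO controls.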
B2AR arrestin – qHTS assay of beta-arrestin-biased ligands of beta2-adrenergic receptor | beta-arrestin recruitment to beta2AR, cell-based reporter | Potency, µM (highest dose often 46.1 µM), inactives show top-dose activation, actives largely listed as activators | hit rate 0.02% among 330,000;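 note: potency is the fitted concentration of half-maximal effect; 0% = DMSO controls and full agonism = EC100 isoproterenol or metaproterenol; nearly all actives have a fitted effect of over 65% in size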
Target sequence (P07550 whole entry, looked up): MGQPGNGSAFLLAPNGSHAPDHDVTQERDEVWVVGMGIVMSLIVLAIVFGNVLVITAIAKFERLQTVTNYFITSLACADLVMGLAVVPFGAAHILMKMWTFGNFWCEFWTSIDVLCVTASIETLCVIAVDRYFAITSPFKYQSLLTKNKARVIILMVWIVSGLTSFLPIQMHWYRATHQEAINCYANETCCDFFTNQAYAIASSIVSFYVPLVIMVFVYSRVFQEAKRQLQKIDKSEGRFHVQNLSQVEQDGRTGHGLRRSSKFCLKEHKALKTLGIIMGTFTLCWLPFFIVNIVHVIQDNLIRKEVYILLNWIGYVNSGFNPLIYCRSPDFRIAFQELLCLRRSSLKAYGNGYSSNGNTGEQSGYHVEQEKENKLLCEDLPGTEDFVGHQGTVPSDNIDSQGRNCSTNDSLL
MLL CXXC-DNA inh – qHTS Fluorescence Polarization Assay for Inhibitors of MLL CXXC domain - DNA interaction | AID 2662, 2010 | Potency, µM (series often up to 115 µM), without a hit: at the highest dose activity change, negative = inhibition, actives largely listed as inhibitors | hit rate 0.037% among 290,000 | MLL-CXXC / FITC-HOXA9 DNA fluorescence polarization; active = well fitted inhibition curve with a large enough effect in the polarisation, with a control signal flat, not every such curve was filed as active; inconclusive = small, poorly fitted or top-dose-only effect, or effect the other way, or a change in a side signal; inactive = no such curve, though single readings can be large or run the other way; the % refers to the polarisation; note: potency is the fitted concentration of half-maximal effect
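Fluorescence polarization: 7 uM MLL-CXXC (stock) preincubated 5 min with compounds, then 50 nM fluorescein-HOX-A9 DNA (stock) added; 30 min ambient. Buffer 50 mM Tris-HCl pH 7.5, 50 mM NaCl, 1 mM DTT, 0.05% BSA.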
* hit, by the source's call; ? = inconclusive; nt = not tested or not shown; [ ] = remark or other dose. Unless noted, calls come from the whole dose curve; as a rule, active = well fitted curve in the direction sought with a large enough effect; inconclusive = small, poorly fitted or top-dose-only effect, or another doubt; inactive = no such curve, though single readings can be large; an effect the other way counts as inactive or inconclusive.

mol	GALK inhibitor	Giardia killer	USP2a inh	Menin-MLL TR inh	PKM2 act	TRPV1 agonist	FBPA coupling cs	KCNH2 3.1 inh	hERG WT inh	B2AR arrestin	MLL CXXC-DNA inh
COc1ccc(S(=O)(=O)Nc2cccc3c2O[C@H](CN(C)C)[C@@H](C)CN([C@H](C)CO)C3=O)cc1	nt	1	-2%	nt	nt	nt	nt	-9	-2	-0.2%	nt
CCOC(=O)c1cccc(NC(=O)Nc2ccc3c(c2)C(=O)OC3)c1	2%	-23	3%	nt	1%	6	3	13	5	-0.9%	-8%
C=CCN(C(=O)Nc1ccc2c(c1)nc(C)n2C)c1ccccc1	0%	-19	13%	nt	-3%	0	5	21	-11	0.2%	3%
Cc1ccc(OCC(=O)OC(C)CN(C)Cc2ccccc2)cc1 (stereo not given)	0%	-8	1%	-16%	9%	-8	-3	12	-3	-1.6%	8%
COc1ccc(OC)c(S(=O)(=O)Nc2ccc(CC(=O)O)cc2)c1	-1%	-18	1%	12%	-9%	-1	6	-5	-8	-0.1%	0%
COc1cccc(C(=O)O/N=C/c2ccc(Sc3ccc(C)cc3)nc2)c1	0%	-3	2%	-1%	-4%	-1	-1	-7	-2	-0.1%	26%
O=C(O)c1sccc1S(=O)(=O)c1ccccc1	5%	-13	5%	8%	3%	-1	0	23	2	-0.5%	8%
Cc1ccc2nc(NCCNC(=O)c3ccccc3)c(C#N)cc2c1	2%	-4	-1%	-10%	-1%	2	3	-1	-1	-0.9%	-1%
Cc1cccc(-n2c(SCC(=O)N3CC(=O)Nc4ccccc43)nc3ccccc3c2=O)c1C	0%	0	-1%	-1%	1%	-1	2	-9	-11	0.0%	16%
O=C(CSCc1c(F)cccc1Cl)NCc1ccncc1	1%	25	1%	-1%	0%	17	0	15	-13	0.2%	?
CCC(C)c1ccc(NC(=S)Nc2ccc(OC)c(OC)c2)cc1 (stereo not given)	-2%	13	1%	2%	-1%	-5	1	-16	4	0.4%	-7%
CN(C)S(=O)(=O)c1ccc(N2CCCC2)c(C(=O)Nc2ccc(C(N)=O)cc2)c1	nt	-1	2%	nt	nt	-2	nt	15	-10	-0.2%	nt
CCOC(=O)N/N=C/c1cn(CCCOc2ccccc2)c2ccccc12	2%	11	-7%	?	-1%	-1	0	0	5	-0.2%	5%
Cc1ccccc1N1CCN(C2CCCN(C(=O)CN3CCCC3=O)C2)CC1 (stereo not given)	-1%	0	-2%	nt	-5%	0	nt	4	-4	0.0%	-3%
COc1ccc(N(Cc2cc3cc(OC)ccc3[nH]c2=O)S(=O)(=O)c2ccc(NC(C)=O)cc2)cc1	-5%	-4	0%	nt	nt	-1	nt	13	3	0.4%	-7%
Cc1ccc(CNC(=O)c2ccccc2N(C)S(C)(=O)=O)cc1	1%	33[activator]	0%	3%	-1%	2	-1	1	27	-0.1%	2%
COc1cccc(C(=O)Nc2nnc(-c3ccc(OC)cc3OC)s2)c1	-1%	6	4%	?	-3%	1	0	0	12	-0.2%	2%
COc1ccccc1C(C)NCC(=O)NCC(=O)Nc1ccc(F)c(F)c1F (stereo not given)	6%	-4	2%	1%	3%	1	0	2	8	0.0%	5%
COc1ccc(C2c3ccc(O)cc3Oc3ncn(Cc4ccco4)c(=N)c32)cc1OC (stereo not given)	4%	3	5%	nt	8%	-1	0	7	-6	0.1%	7%
Cc1nccn1CC(O)Cn1c2ccccc2c2ccccc21 (stereo not given)	-1%	12	1%	0%	-13%	5	4	-9	17	-0.1%	6%
COc1ccc(S(=O)(=O)N2CCCCC2)cc1NC(=O)COc1ccccc1	nt	-1	2%	nt	nt	9	nt	-12	0	-0.2%	nt
Cc1cc(C)nc(NC(=O)c2cccc(Cl)c2)n1	1%	-2	3%	10%	-7%	5	4	-10	2	-0.5%	5%
NC(=O)C1CCN(c2ncnc3c(-c4ccccc4)nsc23)CC1	-2%	-8	0%	-18%	-1%	13	2	8	-4	-0.1%	-1%
NNC(=O)COc1ccc(-c2n[nH]c(C(F)(F)F)c2-c2ccc(Br)cc2)c(O)c1	2%	-1	-9%	-1%	-5%	25	1	-12	0	-0.2%	16%
Nc1cccc(-n2nnnc2CN2CCOCC2)c1	1%	30	1%	20%	10%	-13	-31*	3	1	-0.7%	-5%
O=C(Cc1ccccc1)NCC(=O)OCc1ccccc1F	4%	20	-12%	nt	-3%	28	nt	-2	-2	-0.8%	4%
COc1ccc(Nc2ncnc3ccccc23)c(OC)c1	0%	-17	-1%	11%	-1%	1	-1	12	5	-2.8%	8%
Cc1ccc(SCCC(=O)N/N=C/c2ccncc2)cc1	-2%	-12	-1%	-8%	5%	?	-22	7	-1	-1.0%	16%
CCOc1ccc(N=Nc2c(C)[nH]n(-c3ccccc3)c2=O)cc1	2%	8	-3%	-5%	2%	-1	0	0	7	-0.6%	-24%
O=C(NCCc1ccccc1)c1noc2c1CCCCC2	0%	8	0%	0%	-14%	?	3	-3	-6	8.2%	11%
O=c1[nH]c2ccccc2c(=O)n1Cc1ccccc1	-3%	-11	3%	nt	0%	11	9	-2	-14	-0.4%	0%
O=C1OCC(c2ccccc2)=C1c1ccccc1[N+](=O)[O-]	1%	3	0%	3%	0%	5	-2	-10	-1	0.2%	2%
COc1ccc(Cl)cc1/C=C/c1ccc2cccc(O)c2n1	-2%	4	0%	?	nt	0	-7	1	5	0.4%	?
COc1ccc(NC(=O)c2cc(C)cc(C)c2)cc1[N+](=O)[O-]	2%	13	0%	?	-12%	10	-4	4	6	-0.3%	2%
Cn1c(=O)c2c([nH]c(=S)n2Cc2ccc(Cl)cc2)n(C)c1=O	6%	-11	0%	-1%	-12%	-2	4	8	37	0.4%	-14%
CC(C)N1CCN(Cc2cn[nH]c2C2CCCCC2)CC1CCO (stereo not given)	3%	7	2%	-17%	-5%	2	1	-8	3	-0.6%	1%
CCOC(=O)C1(S(=O)(=O)c2ccccc2)CCN(Cc2ccc(Cl)cc2)CC1	-2%	-8	-15%	-18%	-1%	-4	-22	5	6	0.2%	4%
CCN(CC(=O)N1CCOCC1)S(=O)(=O)c1ccc2ccccc2c1	2%	-14	1%	12%	5%	?	-1	4	-8	-0.1%	3%
CO/N=C/NC(=O)c1c(OC)ccnc1Oc1ccc(Cl)cc1	0%	8	-1%	-19%	-3%	-1	4	24	-11	0.5%	-4%
CCOC(=O)C1CCCCN1Cc1cccc(Oc2ccccc2)c1 (stereo not given)	-2%	-12	0%	-7%	2%	22	0	16	11	0.0%	-11%
COc1ccc(NC(=O)C2CCN(S(=O)(=O)c3c(C)noc3C)CC2)cc1OC	4%	1	-1%	19%	nt	23	1	-5	-1	0.1%	1%
O=[N+]([O-])c1cnccc1NC1CCCCC1	-1%	-28	-1%	?	nt	0	0	-10	-4	-1.2%	-2%
Cc1cc(C)n(-c2nc3ccccc3[nH]c2=O)n1	0%	-11	0%	-4%	7%	-7	-1	25	11	-0.1%	?
Cc1nc2ccccc2c(=O)n1/N=C/c1c(O)ccc2ccccc12	1%	-20	0%	?	0%	3	-18	7	-1	0.1%	1%
Cn1c(COc2ccccc2)nnc1SCC(=O)NCc1ccccc1	6%	14	0%	4%	-4%	0	3	-1	-5	-1.1%	5%
O=C(NC1CCCC1)C(c1ccccn1)N(Cc1ccccc1F)C(=O)c1csnn1 (stereo not given)	-1%	-28	-1%	-1%	-5%	1	2	-8	-2	-0.6%	1%

This is a subset. The share of hits here may be higher or lower than overall.
